Compound activity from PubChem.
TbPYK inhibitor: qHTS of Trypanosoma Brucei Inhibitors; pyruvate kinase (Trypanosoma brucei), Q57TT1; TbPYK enzyme, Kinase-Glo Plus ATP luminescence, 45 min; Potency, µM (series often up to 76.8 µM), for inactives: at the highest dose activity, negative = inhibition, most hits filed as inhibitors; hit rate 0.12% among 410,000; active means well fitted inhibition curve with a large enough effect; inconclusive means small, poorly fitted or top-dose-only effect; further: nearly all actives have a fitted effect of over 50% in size
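Enzyme and substrate buffer are dispensed first and compound is pin-transferred. ADP at 130 uM final then starts the reaction, which runs 45 min at room temperature. Detection reagent is added for 10 min before luminescence is imaged.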
* hit, by the source's call; [ ] = dose if it differs, or a comment. On the % scale 0 is the no-effect control and ±100 the full control effect; potency means the concentration at half of the fitted maximal effect. Some of the compounds tested; the hit share may differ from the screen's.

`COc1ccc(C(=O)Nc2nnc(S(=O)(=O)N(C)c3ccc(C)cc3)s2)cc1` gave TbPYK inhibitor -2.4%.
For CCN(CC)CCNC(=O)C1CCN(C(=O)c2cnn(-c3ccccc3)c2-n2cccc2)CC1 the results were TbPYK inhibitor -5.7%.
For CSc1ccc(CCNC(=O)c2cc3n(n2)CCCN(Cc2ccc(C)cc2)C3=O)cc1 the results were TbPYK inhibitor 1.5%.
`Cc1ccc(NC(=O)c2oc3ccc(S(=O)(=O)N4CCCCC4)cc3c2C)cc1Cl` gave TbPYK inhibitor 0.5%.
For Cc1ccccc1CNC(=O)Cn1c(=O)c2cccn2c2cccnc21 the results were TbPYK inhibitor -0.2%.
O=C1CN(C(=O)c2ccc(S(=O)(=O)N3CCCC3)cc2)C(c2ccccc2)c2cc(Cl)ccc2N1 (stereo not given) was read as TbPYK inhibitor 2.0%.
Screening CO/N=C1\C[C@]2(C[C@@H]3C[C@H](C/C=C(/C)C[C@@H](C)/C=C\C=C4\CO[C@@H]5[C@@H](O)C(C)=C[C@@H](C(=O)O3)[C@]45O)O2)O[C@@H](/C(C)=C/C(C)C)[C@H]1C returned TbPYK inhibitor -12.6%.
`O=C(CS(=O)(=O)c1cccc2nsnc12)Nc1cc(F)ccc1F` gave TbPYK inhibitor 0.7%.
For Cc1cccc(Nc2nnc(-c3ccc(C)c(S(=O)(=O)N4CCCCC4)c3)c3ccccc23)c1 the results were TbPYK inhibitor -0.2%.
`COc1ccc(/C=C/C(=O)Nc2ccc3nc(N4CCC(C)CC4)cc(C)c3c2)cc1OC` gave TbPYK inhibitor 1.2%.
`CCN(CC)CCNC(=O)c1ccc2c(c1)NC(=O)C(CS(=O)(=O)Cc1cccc(Br)c1)N2` (stereo not given) gave TbPYK inhibitor 2.9%.
Screening CCN1CCN(c2cc(C)c3cc(NC(=O)c4cc(OC)c(OC)c(OC)c4)ccc3n2)CC1 returned TbPYK inhibitor 1.4%.
`Cc1ccc(-c2nc3c4ccccc4n(CC(=O)N4CCN(c5ccc(F)cc5)CC4)c(=O)n3n2)cc1` gave TbPYK inhibitor 2.1%.
O=C(CCc1ccccc1)N(Cc1cccnc1)c1nc2c(F)cccc2s1 was read as TbPYK inhibitor 12.9%[15.4 µM].
Screening CN(C)c1ccc(C(=O)NCc2ccc3c(c2)CCN3C(=O)c2ccccc2)cc1 returned TbPYK inhibitor 2.2%.
For COc1ccc2c(c1)c1c(c(=O)n(Cc3ccccc3)c(=O)n1CC(=O)Nc1cc(C)cc(C)c1)n2C the results were TbPYK inhibitor 4.4%.
COc1ccc(C)cc1NC(=O)c1cc2c(s1)-c1ccccc1SC2 was read as TbPYK inhibitor 15.4%.
For Cc1c(CNCc2ccc(Cl)cc2)c(C(=O)O)c(C)n1Cc1ccc(F)cc1 the results were TbPYK inhibitor -16.4%.
O=C(NCc1cccnc1)C(=O)NCC(c1cccnc1)N1CCN(c2ccccc2)CC1 (stereo not given) was read as TbPYK inhibitor 4.6%.
Screening CCCNC(=O)C(C)n1nc(C)c2c(C)n(-c3ccccc3)nc2c1=O (stereo not given) returned TbPYK inhibitor -0.3%.
`COc1ccccc1CNCc1ccc(C(=O)O)s1` gave TbPYK inhibitor -2.2%.
For CC(=O)c1c(C)oc2c(Cl)cc(NS(=O)(=O)c3ccc(Cl)cc3)cc12 the results were TbPYK inhibitor 0.3%.
CCCCN1CC(c2nc3ccccc3n2CCCCOc2cc(C)ccc2C)CC1=O (stereo not given) was read as TbPYK inhibitor 3.1%.
COc1cc(OC)c(NC(=O)c2nc(-c3ccncc3)no2)cc1Cl was read as TbPYK inhibitor -3.8%.
`CCC(Cc1ccccc1)NC(=O)Cn1ncc2c3ccccc3n(Cc3ccccc3)c2c1=O` (stereo not given) gave TbPYK inhibitor -0.7%.
`CN(Cc1ccccc1)C(=O)c1ccc2c(c1)N(Cc1ccc(Cl)cc1)C(=O)c1ccccc1S2=O` (stereo not given) gave TbPYK inhibitor -3.7%.
For CCc1cccc(-n2nnc(-c3nc(-c4cccs4)no3)c2N)c1 the results were TbPYK inhibitor 2.1%.
For CCOC(=O)C1CCN(C(=O)c2nn(-c3ccc(C)cc3)c(=O)n(C)c2=O)CC1 the results were TbPYK inhibitor 1.4%.
Cc1ccc2cccc(NC(=O)C(C)(C)Oc3ccc(Br)cc3)c2n1 was read as TbPYK inhibitor 3.9%.
CCCCc1nn2c(=O)cc(COC(=O)c3ccc(NC(=O)c4ccccc4C)cc3)nc2s1 was read as TbPYK inhibitor 6.1%.
For Cc1cccc(OCC(=O)NCCc2nc3ccccc3[nH]2)c1C the results were TbPYK inhibitor -1.1%.
`Cc1ccc(C)c(NC(=O)c2cnc(N3CCCC3)nc2C)c1` gave TbPYK inhibitor -1.6%.
O=C(NCC1CCN(Cc2ccccc2F)CC1)Nc1ccc(F)c(Cl)c1 was read as TbPYK inhibitor 1.2%.
`COc1ccc(CC(=O)Nc2nnc3n2CCS3)cc1OC` gave TbPYK inhibitor 3.0%.
Screening COc1ccc(CCNC(=O)CCCn2c(=O)c3ccccc3n(CC(=O)Nc3c(C)cc(C)cc3C)c2=O)cc1OC returned TbPYK inhibitor 2.5%.
`CCCc1cc(=O)n2[nH]c(NC(=O)c3ccccc3Cl)nc2n1` gave TbPYK inhibitor 1.5%.
Screening Cn1c(=O)c2c(SCC(=O)NCc3ccco3)nc(-c3cccc(F)c3)nc2n(C)c1=O returned TbPYK inhibitor 1.0%.
For CCCCCn1c(CNC(=O)c2ccc(F)cc2)nc2ccccc21 the results were TbPYK inhibitor -0.5%.
`Cc1ccc(-n2cnc3cc(C(=O)NCCC4=CCCCC4)ccc32)c(C)c1` gave TbPYK inhibitor -10.4%.
`O=C(CN1C(=O)COc2ccc(S(=O)(=O)N3CCOCC3)cc21)N1CCN(c2ccc(Cl)cc2)CC1` gave TbPYK inhibitor 0.1%.

Compounds shown so far with an NH in an aromatic ring (two):
For Cc1cccc(OCC(=O)NCCc2nc3ccccc3[nH]2)c1C the results were TbPYK inhibitor -1.1%.
`CCCc1cc(=O)n2[nH]c(NC(=O)c3ccccc3Cl)nc2n1` gave TbPYK inhibitor 1.5%.

Next section
Screening CCC(Sc1nc2ccccc2c2nc(CCc3c(C)n[nH]c3C)nn12)C(=O)Nc1ccc(OC)cc1 (stereo not given) returned TbPYK inhibitor -4.6%.
O=c1c2c3c(sc2nnn1CCCCOc1ccc(Cl)cc1)CCCC3 was read as TbPYK inhibitor -10.6%.
`CC(C)c1ccc(NC(=O)CSc2nc(=O)n(Cc3cccnc3)c3c2CCC3)cc1` gave TbPYK inhibitor -0.6%.
For COc1ccc(-n2nc3ccc(NC(=O)c4ccc(C#N)cc4F)cc3n2)cc1Cl the results were TbPYK inhibitor 1.7%.
`COc1ccc(Br)c(C(=O)Nc2cc3c(cc2N2CCCC2)n(C)c(=O)c(=O)n3C)c1` gave TbPYK inhibitor 4.8%.
For CCCn1c2ccccc2c2cnn(CC(=O)Nc3cccc(C(=O)OCC)c3)c(=O)c21 the results were TbPYK inhibitor 0.0%.
For COC(=O)c1cc(-c2ccc(Cl)cc2)c2c(=O)[nH]c(=O)n(C)c2n1 the results were TbPYK inhibitor 2.3%.
For COc1ccc(-n2nc(C(=O)NCCc3ccc(OC)c(OC)c3)c3c4ccccc4n(C)c3c2=O)cc1Cl the results were TbPYK inhibitor 1.1%.
Nc1nc(N)c(S(=O)(=O)c2ccccc2)c(Nc2ccc(Br)cc2)n1 was read as TbPYK inhibitor -16.4%.
Screening CCn1cc(C(=O)NCCc2ccc(C)cc2)c(=O)c2cc(S(=O)(=O)N3CCCCC3)ccc21 returned TbPYK inhibitor -0.5%.
Screening Cc1ccc(Cl)cc1N1CCN(C(=O)c2ccc(CS(=O)c3ccccc3)o2)CC1 (stereo not given) returned TbPYK inhibitor -8.7%.
For CCc1ccc(-n2c(=O)c3c(C)c(C(=O)N(C)C)sc3n(CC(=O)Nc3cc(Cl)ccc3C)c2=O)cc1 the results were TbPYK inhibitor 3.3%.
Cc1ccc(S(=O)(=O)c2c(Nc3cccc(Cl)c3)sc(C(=O)c3ccc4c(c3)OCO4)c2N)cc1 was read as TbPYK inhibitor 0.7%.
`Cc1ccc(C)c(N2CCN(C(=O)c3cc(S(=O)(=O)N4CCCC4)c[nH]3)CC2)c1` gave TbPYK inhibitor 2.1%.
CCOc1ccc(CCNC(=O)Cn2nc(CC)n3c(cc4sc(CC)cc43)c2=O)cc1OCC was read as TbPYK inhibitor 2.8%.
`CCOc1cccc(CNC(=O)c2ccc(N3CCCC3)c(NC(=O)Nc3ccccc3CC)c2)c1` gave TbPYK inhibitor 4.0%.
Screening O=C(c1cccc(F)c1)N1CCC2(CCCN(c3ccccn3)C2)CC1 returned TbPYK inhibitor 1.7%.
For O=C(Nc1cc(NC(=O)c2ccccc2Cl)ccc1Cl)c1ccccc1 the results were TbPYK inhibitor -0.7%.
Cc1cc(-c2ccc(C)c(S(=O)(=O)N3CCCC(C)C3)c2)on1 (stereo not given) was read as TbPYK inhibitor -0.3%[15.4 µM].
CCC(C)NC(=O)c1ccc2c(c1)N(Cc1cccc(Cl)c1)C(=O)c1ccccc1S2=O (stereo not given) was read as TbPYK inhibitor 3.6%[15.4 µM].

Next section; the last 2 above are carried over.
Cc1cc(-c2ccc(C)c(S(=O)(=O)N3CCCC(C)C3)c2)on1 (stereo not given) was read as TbPYK inhibitor -0.3%[15.4 µM].
CCC(C)NC(=O)c1ccc2c(c1)N(Cc1cccc(Cl)c1)C(=O)c1ccccc1S2=O (stereo not given) was read as TbPYK inhibitor 3.6%[15.4 µM].
Screening O=C(NCc1ccc(Cl)cc1)c1cnc(N2CCCCC2)c2ccccc12 returned TbPYK inhibitor 2.0%.
`CCc1c(C)c2ccc(O)c(CN3CCN(c4ccc(OC)cc4)CC3)c2oc1=O` gave TbPYK inhibitor 0.2%.
`COc1ccc(Br)cc1CNC(=O)CN1C(=O)c2cccnc2Oc2ccc(C)cc21` gave TbPYK inhibitor -3.4%[15.4 µM].
For CCOCCCNC(=O)C(c1ccc(C)cc1)N(Cc1ccc2c(c1)OCO2)C(=O)c1ccccc1O (stereo not given) the results were TbPYK inhibitor -5.4%.
`CCOc1ccc(CNC(=O)c2cnc3sc(N4CCCCCC4)nn3c2=O)cc1OC` gave TbPYK inhibitor 1.8%.
COc1ccc(C(=O)NCc2nnc(SCC(=O)Nc3ccc(C)cc3)n2-c2ccccc2)cc1 was read as TbPYK inhibitor 3.7%.
CCN(Cc1ccccc1)S(=O)(=O)c1ccc2[nH]c3c(c2c1)CCCCC3 was read as TbPYK inhibitor -22.2%.
For Cc1c(NS(=O)(=O)c2ccc(C(C)(C)C)cc2)c(=O)n(-c2ccccc2)n1C the results were TbPYK inhibitor 3.6%.
Screening Cn1c(C(=O)NCc2ccccc2F)cc2cc(S(=O)(=O)N3CCCCC3)ccc21 returned TbPYK inhibitor -2.2%.
Screening COc1cccc(N2CCN(S(=O)(=O)c3ccc(-c4ccno4)cc3OC)CC2)c1 returned TbPYK inhibitor 0.5%.

Three entries drawn at random from the list so far:
`CCc1c(C)c2ccc(O)c(CN3CCN(c4ccc(OC)cc4)CC3)c2oc1=O` gave TbPYK inhibitor 0.2%.
For CCOCCCNC(=O)C(c1ccc(C)cc1)N(Cc1ccc2c(c1)OCO2)C(=O)c1ccccc1O (stereo not given) the results were TbPYK inhibitor -5.4%.
For Cc1c(NS(=O)(=O)c2ccc(C(C)(C)C)cc2)c(=O)n(-c2ccccc2)n1C the results were TbPYK inhibitor 3.6%.

Next section
For CCOC(=O)c1c(S(=O)(=O)N2CCCC(C(=O)Nc3ccc(OCC)cc3)C2)c(C)n(C)c1C (stereo not given) the results were TbPYK inhibitor -0.3%.
`COc1ccc(NC(=O)c2cc3c(s2)-c2c(C)cccc2OC3)c(OC)c1` gave TbPYK inhibitor -4.8%.
For COc1ccc(NC(=O)c2c(C)oc3ccc(O)c(CN4CCCC4)c23)cc1Cl the results were TbPYK inhibitor 1.2%.
For CCCC(=O)NCC1(N(C)C)CCCCC1 the results were TbPYK inhibitor -23.1%.
For CCOC(=O)c1ccc(N2CCN(c3cc(C)ccc3C)CC2)c(NC(=O)Nc2ccccc2)c1 the results were TbPYK inhibitor -8.6%.
For COCCNC(=O)c1ccc2c(c1)N=C(C)c1cc(C)ccc1S2 the results were TbPYK inhibitor 2.3%.
CN(C)CCCn1c(-c2ccc(Cl)cc2)csc1=Nc1ccccc1 was read as TbPYK inhibitor 0.0%.
Screening CCOc1ccccc1NC(=O)C1CCN(S(=O)(=O)c2ccccc2)CC1 returned TbPYK inhibitor 0.1%.
CC(=O)c1cccc(NC(=O)c2sc(-n3nc(C)c(CCC(C)C)c3C)nc2C)c1 was read as TbPYK inhibitor -1.0%.
Screening N#CC1=C2SCN(C3CCCCC3)CN2C(=O)CC1c1c(F)cccc1Cl (stereo not given) returned TbPYK inhibitor inconclusive.
Screening CCC(C)n1c(=N)c(C(=O)NC2CCCCC2)cc2c(=O)n3cc(C)ccc3nc21 (stereo not given) returned TbPYK inhibitor 2.9%.
O=C(NCCCN1CCN(c2cccc(Cl)c2)CC1)Nc1ccccc1C(F)(F)F was read as TbPYK inhibitor 6.0%.
Screening Cc1cc(O)c(CN2CCN(c3ccc(F)cc3)CC2)c2oc(=O)cc(C)c12 returned TbPYK inhibitor 2.7%.
Screening CCCCC(F)(F)[C@@]1(O)CC[C@H]2[C@H](CC(=O)[C@@H]2CCCCCCC(=O)O)O1 returned TbPYK inhibitor 0.8%.
CCOC(=O)C1CCN(c2ncnc3c2c(-c2ccccc2)cn3-c2cccc(C)c2)CC1 was read as TbPYK inhibitor -7.7%.
For COc1cccc(CNC(=O)c2cnc3c(-c4ccc(F)cc4)c(C)nn3c2C)c1 the results were TbPYK inhibitor -0.5%.
`COC(=O)c1ccc(NC(=O)CC2C(=O)N(c3ccc(F)cc3)C(=O)N2Cc2ccc(OC)cc2)cc1` (stereo not given) gave TbPYK inhibitor 4.5%.
